Tb PGK inh: qHTS Assay to Find Inhibitors of Phosphoglycerate Kinase; Phosphoglycerate kinase, glycosomal (Trypanosoma brucei brucei), P07378; AID 602233, 2012; 0.043% of 380,000 active; Potency, µM (top dose mostly 57.5 µM), inactives show at the highest dose activity change, negative = inhibition, actives largely listed as inhibitors; PGK/GAPDH coupled, Kinase-Glo luminescence, 60 min; also: potency is read from the fitted curve at half-maximal effect; % is scaled to controls: 0 for no effect and ±100 for the full control effect; nearly all actives have a fitted effect of over 60% in size
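Luminescent ATP detection (Kinase-Glo Plus) follows a 60-minute room-temperature incubation, with wells lacking PGK as controls. Buffer: 100 mM TEA (pH 7.6), 5 mM MgCl2, 0.01% Tween-20. Coupling enzyme GAPDH (100 nM final) supplies unstable 1,3-BPG in-well.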
TrxR1 inh: qHTS Assay for Inhibitors of Mammalian Selenoprotein Thioredoxin Reductase 1 (TrxR1): qHTS; recombinant rTrxR1, NADPH fluorescence consumption, selenite substrate; Potency, µM (doses to about 114 µM), for the others: at the top dose activity change, negative = inhibition, usual class: inhibitors; 1% of 390,000 active; also: potency is read from the fitted curve at half-maximal effect; % is scaled to controls: 0 for no effect and ±100 for the full control effect; nearly all actives have a fitted effect of over 65% in size
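Rat TrxR1 (90 nM in the dispensed reagent) was pre-reduced with 400 uM NADPH for 5 min at room temperature, then incubated with compound for 15 min. After 400 uM selenite was added, NADPH fluorescence (Ex 340/Em 450 nm) was followed for 8 min.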
mIDH1 inhibitor: qHTS for Inhibitors of mutant isocitrate dehydrogenase 1 (IDH1): qHTS | 0.093% of 390,000 active | AID 602179, 2012 | IDH1-R132H enzyme, NADPH consumption, diaphorase/resazurin fluorescence | Potency, µM (highest dose often 76.6 µM), for the others: top-dose activity change, negative = inhibition, actives largely listed as inhibitors; also: potency is read from the fitted curve at half-maximal effect; % is scaled to controls: 0 for no effect and ±100 for the full control effect; nearly all actives have a fitted effect of over 65% in size
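IDH1-R132H (0.5 ug/mL dispensed) in pH 7.5 Tris buffer was preincubated 30 min with compound, then given a substrate mix of 0.016 mM NADPH and 2 mM alpha-KG for 80 min at room temperature; remaining NADPH was read by diaphorase/resazurin fluorescence.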
GLS inhibitor: qHTS for Inhibitors of Glutaminase (GLS) | Glutaminase kidney isoform, mitochondrial (Homo sapiens), O94925 | GLS enzymatic activity, qHTS titration | Potency, µM (doses to about 45.5 µM), for the others: at the highest dose activity change, negative = inhibition, actives largely listed as inhibitors | 0.21% of 410,000 active | AID 624170, 2012; also: potency is read from the fitted curve at half-maximal effect; % is scaled to controls: 0 for no effect and ±100 for the full control effect
Target sequence (O94925 whole entry, looked up, canonical isoform): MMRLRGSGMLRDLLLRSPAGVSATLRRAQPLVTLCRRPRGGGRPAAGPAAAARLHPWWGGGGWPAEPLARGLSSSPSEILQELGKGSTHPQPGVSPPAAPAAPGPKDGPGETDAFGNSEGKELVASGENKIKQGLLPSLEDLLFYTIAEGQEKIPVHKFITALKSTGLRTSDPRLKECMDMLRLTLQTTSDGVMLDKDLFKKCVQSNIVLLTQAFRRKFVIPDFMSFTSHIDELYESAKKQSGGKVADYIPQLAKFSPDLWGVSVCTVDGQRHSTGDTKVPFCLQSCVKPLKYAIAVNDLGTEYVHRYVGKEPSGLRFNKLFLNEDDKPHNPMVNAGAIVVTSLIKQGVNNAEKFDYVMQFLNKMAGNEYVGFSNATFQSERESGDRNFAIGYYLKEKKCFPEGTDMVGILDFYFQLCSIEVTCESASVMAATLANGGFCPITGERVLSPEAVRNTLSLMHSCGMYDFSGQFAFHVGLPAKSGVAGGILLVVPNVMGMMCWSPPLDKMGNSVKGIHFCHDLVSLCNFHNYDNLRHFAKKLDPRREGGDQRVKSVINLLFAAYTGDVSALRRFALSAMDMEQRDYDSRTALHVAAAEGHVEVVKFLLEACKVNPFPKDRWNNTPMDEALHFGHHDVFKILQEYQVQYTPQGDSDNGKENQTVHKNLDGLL
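Two-point fluorescence kinetic (t0, 30 min RT) for hKGA; glutamate detected via glutamate oxidase–HRP–Amplex Red. Substrate: 1 mM L-glutamine solution; buffer 45 mM KH2PO4, pH 8.2.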
Pin1 inh: qHTS Assay to Find Inhibitors of Pin1; Pin1 FP peptide displacement, HiFluor488, 10 min; Peptidyl-prolyl cis-trans isomerase NIMA-interacting 1 (Homo sapiens), Q13526; Potency, µM (titrated, usually from 115 µM), for inactives: at the highest dose activity, negative = inhibition, usual class: inhibitors; 0.009% of 390,000 active; AID 504891, 2011; active = well fitted inhibition curve with a large enough effect in the polarisation, with a control signal flat, not every such curve was filed as active; inconclusive = small, poorly fitted or top-dose-only effect, or effect the other way, or a change in a side signal; inactive = no such curve, though single readings can be large or run the other way; the % refers to the polarisation; also: potency is read from the fitted curve at half-maximal effect; % is scaled to controls: 0 for no effect and ±100 for the full control effect
Target sequence (Q13526 whole entry, looked up): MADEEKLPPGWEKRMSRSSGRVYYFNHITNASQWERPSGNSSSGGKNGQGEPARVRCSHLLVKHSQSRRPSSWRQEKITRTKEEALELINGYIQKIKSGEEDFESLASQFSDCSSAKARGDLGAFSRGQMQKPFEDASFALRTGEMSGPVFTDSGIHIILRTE
HP1b chromo inh: HTS for Inhibitors of HP1-beta Chromodomain Interactions with Methylated Histone Tails; AlphaScreen HP1-beta / biotin-H3K9me3 peptide binding; Potency, µM (doses to about 114 µM), for inactives: at the top dose activity change, negative = inhibition, actives largely listed as inhibitors; 0.56% of 390,000 active; AID 540317, 2011; also: potency is read from the fitted curve at half-maximal effect; nearly all actives have a fitted effect of over 70% in size; inactives centre near 23
Target sequence (P83916 whole entry, looked up): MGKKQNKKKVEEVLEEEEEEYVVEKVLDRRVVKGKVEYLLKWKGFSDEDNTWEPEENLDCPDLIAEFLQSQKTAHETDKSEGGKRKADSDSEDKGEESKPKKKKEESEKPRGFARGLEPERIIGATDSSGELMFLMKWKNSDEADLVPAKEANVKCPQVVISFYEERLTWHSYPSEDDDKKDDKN
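HP1-beta protein (50 nM final) preincubated 30 min at room temperature with biotinylated H3(1-18)K9me3 peptide (50 nM) in PBS pH 7.4, 0.01% Tween-20, then compound added for 30 min. AlphaScreen streptavidin donor/nickel chelate acceptor beads (10 ug/mL final), 30 min dark, luminescence read.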
USP1 inh: Inhibitors of USP1/UAF1: Primary Screen | recombinant USP1/UAF1, Ub-Rhodamine cleavage fluorescence | Potency, µM (highest dose often 57.1 µM), for inactives: at the highest dose activity change, negative = inhibition, usual class: inhibitors | 0.23% of 390,000 active; also: potency is read from the fitted curve at half-maximal effect; % is scaled to controls: 0 for no effect and ±100 for the full control effect; nearly all actives have a fitted effect of over 60% in size; inactives centre near -12
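Step one: compound is pinned into 1nM USP1/UAF1 in HEPES pH 7.8 buffer with TCEP. Step two: 15 min room-temperature incubation. Step three: Ub-Rho (150nM final) starts cleavage, tracked by fluorescence over six one-minute reads.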
PI4K2A block: qHTS for small molecular inhibitors of PI4K2A | purified PI4K2A, ADP-Glo luminescence, 1 h; hits give low values | 0.13% of 420,000 active | Phosphatidylinositol 4-kinase type 2-alpha (Homo sapiens), Q9BTU6 | AID 1346378, 2018 | activity change, negative = inhibition, % at 76.9 µM; in the data active = activity change below about -50%; inconclusive = mostly about -30% to -49%;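 also: -100% = wells without enzyme as full effect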
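In this quantitative HTS, ADP production by PI4K2A was quantified luminescently after 1 h at ambient temperature; 100 microM adenosine served as plate-quality control.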
TrxR1 substrate: qHTS Assay for Substrates of Mammalian Selenoprotein Thioredoxin Reductase 1 (TrxR1): qHTS. purified TrxR1 substrate turnover, NADPH consumption readout. Potency, µM (titrated, usually from 114 µM), for the others: at the top dose activity change, negative = substrate turnover. 0.01% of 390,000 active. AID 588456, 2011; also: potency is read from the fitted curve at half-maximal effect; % is scaled to controls: 0 for no effect and ±100 for the full control effect; nearly all actives have a fitted effect of over 50% in size
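Rat TrxR1, dispensed at 90 nM, was prereduced with 400 uM NADPH (final) for 5 min at ~22 deg C, then incubated with compound 15 min before 400 uM selenite. A first-read NADPH fluorescence drop versus no-compound background flagged substrates.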
An asterisk follows results filed as active; i = inactive; ? = inconclusive; · = not tested or not shown; & = joins results of further samples; [ ] = remark or other dose. Unless noted, calls follow the shape of the dose curve; as a rule, active = well fitted curve in the direction sought with a large enough effect; inconclusive = small, poorly fitted or top-dose-only effect, or another doubt; inactive = no such curve, though single readings can be large; an effect the other way counts as inactive or inconclusive. This is a subset; count on the stated rates, not on these rows.

item	structure	Tb PGK inh	TrxR1 inh	mIDH1 inhibitor	GLS inhibitor	Pin1 inh	HP1b chromo inh	USP1 inh	PI4K2A block	TrxR1 substrate
1	O=C(NC1=NCCS1)Nc1ccccc1	-13%	-1%[57.1 µM]	-3%	3%	-1%	31%	-15%	-5	-3%[57.1 µM]
2	COc1cc(/C=C(/C#N)c2nc3ccccc3[nH]2)ccc1OCc1ccc(C(=O)O)o1	i	?	14%	?	7%	20%	?	-6	?
3	COc1ccc(CN(CC(=O)NCc2ccc(F)cc2)C(=O)c2csnn2)cc1	8%	-6%[57.1 µM]	-7%	-9%	1%	42%[activator]	-4%	-1	-2%[57.1 µM]
4	CNCc1ccccc1OCC(=O)Nc1ccccc1	-2%	3%	-1%	7%	9%	25%	1%	0	-6%
5	O=C(Cc1cccs1)N1CCN(S(=O)(=O)c2cc(Cl)ccc2Cl)CC1	1%	-13%	0%	9%	4%	20%	-10%	-1	-13%
6	CCN(c1cc(C)cc(C)c1)S(=O)(=O)c1nnc(NC(=O)C(C)C)s1	-4%	14%[57.1 µM]	9%	-4%	0%	26%	-6%	-2	2%[57.1 µM]
7	Cc1ccc(-c2nc3ccccn3c2NC(=O)c2ccco2)cc1	-12%	6%	5%	7%	1%	10%	?	-1	9%
8	CCc1ccccc1NC(=O)C(CCSC)NS(=O)(=O)c1ccc2c(c1)oc(=O)n2C (centres undefined)	i	3%	0%	-7%	6%	31%[activator]	-16%	-12	-6%
9	CSc1nsc(SCC(=O)N2CCN(c3ccccc3)CC2)n1	i	15%	2%	7%	-1%	10%	-24%	0	-7%[57.1 µM]
10	CC1CN(C(=O)c2cccc(S(=O)(=O)NCc3ccccc3)c2)CC(C)O1 (centres undefined)	-11%	3%	-7%	-2%	-4%	49%[activator]	-10%	0	-6%
11	COc1ccc(C(=O)C(CCC(CNC(C)(C)C)C(=O)c2ccc(OC)cc2)CNC(C)(C)C)cc1 (centres undefined)	4%	?	-3%	-10%	6%	24%	6%	-2	-11%
12	Cc1nn(CCCC(=O)NCCc2ccc(Cl)cc2)c(=O)c2nn(-c3ccccc3)c(C)c12	-2%&15%	11%[57.1 µM]	-4%&6%	2%&2%	-8%&6%	58%&21%[activator]	-16%&-21%	0&1	5%[57.1 µM]
13	CC(C)(C)OC(=O)N1CCC(c2c(C(=O)NCCN3CCc4ccccc4C3)cnn2-c2ccc(F)cc2F)CC1	i	-2%	-17%	10%	-4%	8%	?	1	-8%
14	COc1cc(NC(=O)c2ccc(-c3cccc([N+](=O)[O-])c3)o2)ccc1NC(=O)C(C)C	-8%	-4%	9%	-1%	-1%	20%	-7%	-3	-3%
15	CCOC(=O)N1CCN(C(=O)Nc2ccccc2)CC1	-2%	9%[57.1 µM]	-4%	5%	-2%	18%	-5%	-9	7%[57.1 µM]
16	COc1cccc(CN2CCNC(=O)C2CC(=O)N(C)C2CCCCC2)c1 (centres undefined)	i	?	-3%	3%	-1%	32%	-30%	-2	5%
17	O=C(Nc1nc2c(s1)CCCC2)c1cccc(S(=O)(=O)N2CCCc3ccccc32)c1	-7%	8%	1%	7%	39%[activator]	24%	-1%	-8	2%
18	O=C(COC(=O)CCc1ccc(S(=O)(=O)N2CCOCC2)cc1)Nc1ccccc1[N+](=O)[O-]	-3%	16%	8%	?	1%	?	-9%	-5	1%
19	Cn1ccnc1C(=O)c1cc(SCC(=O)N2CCOCC2)nc2ccccc12	-2%	19%[57.1 µM]	7%	-11%	-6%	-2%	8%	1	-2%[57.1 µM]
20	O=S(=O)(Nc1ncccn1)c1ccc(F)cc1	0%	6%[57.1 µM]	7%	2%	-5%	23%	-18%	-11	-6%

Given with values under each structure: 2 of the compounds above
Order of values: Tb PGK inh	TrxR1 inh	mIDH1 inhibitor	GLS inhibitor	Pin1 inh	HP1b chromo inh	USP1 inh	PI4K2A block	TrxR1 substrate
12. Cc1nn(CCCC(=O)NCCc2ccc(Cl)cc2)c(=O)c2nn(-c3ccccc3)c(C)c12
    -2%&15%	11%[57.1 µM]	-4%&6%	2%&2%	-8%&6%	58%&21%[activator]	-16%&-21%	0&1	5%[57.1 µM]
13. CC(C)(C)OC(=O)N1CCC(c2c(C(=O)NCCN3CCc4ccccc4C3)cnn2-c2ccc(F)cc2F)CC1
    i	-2%	-17%	10%	-4%	8%	?	1	-8%

New compounds follow
item	structure	Tb PGK inh	TrxR1 inh	mIDH1 inhibitor	GLS inhibitor	Pin1 inh	HP1b chromo inh	USP1 inh	PI4K2A block	TrxR1 substrate
21	CCOc1cc(/C=C/C(=O)c2ccc(O)cc2)ccc1OCC(=O)N(C)C	-1%	?	-1%	6%	1%	13%	-7%	0	-18%
22	CC(=O)N(CC(=O)N(CC(=O)O)c1ccc(Cl)cc1)c1ccc(Cl)cc1	1%	-22%[57.1 µM]	-2%	10%	-9%	10%[57 µM]	-6%	-1	-3%[57.1 µM]
23	Cc1cccc(-c2cc3nc(C)cc(NCCCN(C)C)n3n2)c1	10%	21%[57.1 µM]	8%	11%	1%	16%	-11%	5	28%[57.1 µM]
24	COc1cccc(C(O)Cc2nc3ccccc3n2C)c1OC (centres undefined)	i	22%[57.1 µM]	30%	1%	0%	1%	0%	5	6%
25	C/C(Cn1nnc([N+](=O)[O-])n1)=N\NC(=O)c1ccc(O)cc1O	-1%	-4%[57.1 µM]	18%	29%	2%	17%	-1%	-7	3%[57.1 µM]
26	O=C(Nc1ccc(Cl)cc1)N1CCN(c2ccc3nnc(-c4ccccc4)n3n2)CC1	-7%	29%	12%	1%	0%	40%[activator]	-18%	-10	14%
27	CC1(C)Cc2ccccc2C2CC(O)C(=O)N21 (centres undefined)	0%	-16%	2%	0%	-2%	-13%	?	0	8%
28	c1ccc(-c2csc3ncnc(N4CCc5ccccc5C4)c23)cc1	4%	8%	1%	6%	19%	60%[activator]	-25%	-1	7%
29	CCC(C)NC(=O)CSCc1nc(-c2ccc(C)cc2)oc1C (centres undefined)	-4%	14%	-4%	-5%	1%	51%[activator]	-1%	-2	9%
30	Nc1nc(N)nc(Cc2ccccc2O)n1	-7%	7%	7%	27%	-16%	23%	?	-4	3%
31	N=C1C(c2nc3ccccc3s2)=C(O)CN1c1ccccc1	1%	8%	-3%	11%	5%	40%[activator]	-6%	4	2%
32	CSCCC(NC(=O)c1ccco1)C(=O)NCc1ccc(F)cc1 (centres undefined)	i	-14%	0%	·	-5%	11%	-6%	-4	-10%
33	N#Cc1ccc(COC(=O)CSc2nnc(N)s2)cc1	1%	16%	-1%	3%	3%	60%[activator]	2%	-2	7%
34	CCCCC(=O)Nc1ccc(C(=O)NNC(=O)CCc2ccccc2)cc1	0%	29%	4%	11%	12%	13%	?	1	20%
35	CC1=CC(C)(C)N2C(=O)C3(C(C#N)=C(N)OC4=C3C(=O)CC(C)(C)C4)c3cc(C)cc1c32 (centres undefined)	i	-4%	-1%	-2%	-4%	14%	-15%	0	-12%
36	CCCc1cc(=O)[nH]c(SCC(=O)N2CCC(C)CC2)n1	1%	14%	9%	?	0%	14%[57 µM]	-11%	6	3%
37	COc1ccc(CCNC(=O)COC(=O)Cn2cnc3c2c(=O)n(C)c(=O)n3C)cc1	-2%	27%	10%	-14%	-10%	22%	-17%	-4	8%
38	O=C(O)c1cc2c(cc1NC(=O)c1c(F)cccc1F)OCCCO2	-4%	5%[57.1 µM]	-1%	3%	-5%	10%	-3%	-5	-4%

Retrieved one by one from the entries so far:
item	structure	Tb PGK inh	TrxR1 inh	mIDH1 inhibitor	GLS inhibitor	Pin1 inh	HP1b chromo inh	USP1 inh	PI4K2A block	TrxR1 substrate
26	O=C(Nc1ccc(Cl)cc1)N1CCN(c2ccc3nnc(-c4ccccc4)n3n2)CC1	-7%	29%	12%	1%	0%	40%[activator]	-18%	-10	14%
23	Cc1cccc(-c2cc3nc(C)cc(NCCCN(C)C)n3n2)c1	10%	21%[57.1 µM]	8%	11%	1%	16%	-11%	5	28%[57.1 µM]
